APP transl inh = inhibitors of APP translation via 5'UTR reporter, primary screen, APP 5'UTR luciferase, SH-SY5Y cells; inhibition, % at 2 µM; SH-SY5Y APP 5'UTR-luciferase reporter, luminescence; hit rate 0.82% among 190,000;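 active means inhibition above a set limit, derived from the sample mean plus 3 SD, cut at about 45% in these data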; further: values of inactives mirror those of a sister screen read the other way
Diaphorase inh = diaphorase inhibitors and chemical oxidizers, primary screen, counter-screen for diaphorase-coupled primary assays, biochemical, uHTS, resorufin fluorescence; diaphorase resazurin-to-resorufin fluorescence, NADH, 16 min; bacterial (C. kluyveri) enzyme, not human; AID 1217, 2008; inhibition, % at 20 µM; hit rate 0.69% among 190,000;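 active means primary screen inhibition at 20 µM above a set limit, cut at about 50% in these data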;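 further: plate controls were DMSO with full reaction for no effect and wells lacking NADH for full effect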
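Test system: diaphorase enzyme from Clostridium kluyveri; amount: diaphorase at 0.14 U/mL in enzyme working solution; detection: fluorescence of resorufin formed from resazurin, Ex 544/Em 590 nm; times: reaction incubation of 16 min at room temperature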
STAT1 activator = STAT1 signaling activators, primary screen, cell-based, HTS, luciferase reporter. NIH 3T3 STAT1-luciferase reporter, IFN-gamma, luminescence; 100% = IFN-gamma alone, no compound. AID 932, 2007. hit rate 2.6% among 200,000. activation (% of control), % at 5.5 µM;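 active means activation above the screen-wide mean activation plus 3 SD, cut at about 130% in these data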;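 further: raw ratio to IFN-gamma control signal so 100% means no change and 0% no light; values of inactives mirror those of a sister screen read the other way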
G6PDH counter = L. mesenteroides G6PDH inhibitors, counter-screen for G6PDH-coupled screening assays, biochemical, Leuconostoc mesenteroides enzyme. Purified L. mesenteroides G6PDH, diaphorase/resazurin coupled fluorescence, 45 min. inhibition, % at 5 µM. glucose-6-phosphate dehydrogenase [Leuconostoc mesenteroides]. hit rate 0.12% among 200,000; in the data active means inhibition above about 50%
Diaphorase act = compounds boosting diaphorase resazurin reduction – biochemical, uHTS, resorufin fluorescence, counter-screen for diaphorase-coupled primary assays, primary screen; activation factor at 20 µM; hit rate 0.005% among 190,000; Diaphorase/resazurin coupled assay, 16 min; hits give high values; 1 = vehicle wells, 0 = NADH-free wells;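 active means diaphorase activity raised at least twofold by the compound at 20 µM; inactive means activation factor below 2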
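Measured by – red resorufin fluorescence at 544/590 nm excitation/emission · Test system – Clostridium kluyveri diaphorase, purified enzyme · Incubation – reaction time 16 min, room temperature · Buffer or medium – 50 mM HEPES pH 7.4 with 4.542 mM MgCl2, 0.005% Tween 20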
STAT3 act = IL-6 driven STAT3 reporter potentiators, primary screen, U3A cells, luciferase, luminescence, MLSCN library. AID 871, 2007. hit rate 0.91% among 190,000. activation (% of control), % at 5.6 µM. IL-6 STAT3-luciferase reporter; 100% = signal with IL-6 EC80 alone;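 active means activation above the screen-wide mean of compound activation plus 3 SD, cut at about 130% in these data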;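 further: 0% = background luminescence of wells with medium and substrate only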
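Test system: human U3A cells carrying STAT3-luciferase construct; control set: IL-6-only wells as 100% reference; timing: compound pre-incubation 1 h before IL-6, then 6 h stimulation at 37 °C; also added: IL-6 stimulus at 33 ng/mL final; evaluation: % activation versus median of IL-6-stimulated wells; detection: reporter luminescence signal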
STAT1 inh = STAT1 signaling inhibitors, primary screen, cell-based, HTS, luciferase reporter | NIH 3T3 STAT1-luciferase reporter, IFN-gamma, luminescence | hit rate 0.35% among 200,000 | inhibition, % at 5.5 µM;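 active means inhibition above a set limit, the mean inhibition across all tested compounds plus 3 SD, cut at about 34% in these data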;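 further: 0% = IFN-gamma with DMSO and 100% = IFN-gamma with 300 µM nifuroxazide; values of inactives mirror those of a sister screen read the other way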
STAT3 blocker = IL-6 driven STAT3 reporter inhibitors, primary screen, U3A cells, luciferase, luminescence, MLSCN library; IL-6 STAT3-luciferase reporter; host cell line lacks STAT1; inhibition, % at 5.5 µM; hit rate 0.89% among 190,000; AID 862, 2007;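 active means inhibition above the mean inhibition across all screened compounds plus 3 SD, cut at about 44% in these data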;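 further: 0% = DMSO only wells and 100% = 100 µM nifuroxazide control wells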
TLR4 MyD88 comp = inhibitors of TLR4-MyD88 association in cells, primary screen, cell-based, HeLa CL3-4, BLA complementation, FRET ratio | Toll-like receptor 4 (Homo sapiens) + Myeloid differentiation primary response protein … | HeLa CL3-4 TLR4/MyD88 BLA complementation | inhibition, % at 8.4 µM | hit rate 0.18% among 200,000 | AID 861, 2007; in the data active means inhibition above about 25%;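 further: 0% = vehicle and 100% = reference inhibitor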
Target sequence (O00206 whole entry, looked up): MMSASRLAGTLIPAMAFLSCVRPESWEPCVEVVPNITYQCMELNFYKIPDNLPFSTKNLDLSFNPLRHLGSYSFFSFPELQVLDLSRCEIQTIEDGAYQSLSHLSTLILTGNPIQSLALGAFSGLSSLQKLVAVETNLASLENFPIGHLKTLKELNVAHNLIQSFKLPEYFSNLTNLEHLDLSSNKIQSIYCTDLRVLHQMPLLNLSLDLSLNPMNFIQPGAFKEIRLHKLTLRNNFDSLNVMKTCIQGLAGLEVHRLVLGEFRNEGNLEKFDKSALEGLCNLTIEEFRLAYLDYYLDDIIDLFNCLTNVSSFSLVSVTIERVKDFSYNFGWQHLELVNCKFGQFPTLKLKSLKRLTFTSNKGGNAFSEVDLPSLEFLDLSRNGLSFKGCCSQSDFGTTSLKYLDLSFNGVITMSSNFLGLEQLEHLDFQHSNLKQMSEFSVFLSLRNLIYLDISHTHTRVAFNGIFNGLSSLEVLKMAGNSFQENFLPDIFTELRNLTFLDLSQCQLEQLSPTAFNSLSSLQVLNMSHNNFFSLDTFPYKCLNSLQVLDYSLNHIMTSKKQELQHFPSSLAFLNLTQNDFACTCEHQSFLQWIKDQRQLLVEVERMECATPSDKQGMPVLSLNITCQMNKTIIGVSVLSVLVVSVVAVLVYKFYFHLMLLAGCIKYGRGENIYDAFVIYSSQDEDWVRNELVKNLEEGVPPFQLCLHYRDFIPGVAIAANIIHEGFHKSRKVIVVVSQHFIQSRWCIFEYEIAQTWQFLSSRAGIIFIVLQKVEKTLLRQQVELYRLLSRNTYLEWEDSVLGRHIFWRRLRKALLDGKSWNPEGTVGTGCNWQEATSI
Target sequence (Q99836 whole entry, looked up): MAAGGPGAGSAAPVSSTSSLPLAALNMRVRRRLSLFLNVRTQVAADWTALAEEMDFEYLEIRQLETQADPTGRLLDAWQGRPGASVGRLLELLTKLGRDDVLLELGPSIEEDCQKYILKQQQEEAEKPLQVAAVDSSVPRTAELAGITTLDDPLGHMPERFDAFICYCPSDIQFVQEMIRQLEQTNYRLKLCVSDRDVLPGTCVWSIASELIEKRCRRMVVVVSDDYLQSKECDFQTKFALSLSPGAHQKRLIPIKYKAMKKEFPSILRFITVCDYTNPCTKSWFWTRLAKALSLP
Hsp70 activator = Hsp70 transcriptional activators, primary screen, cell-based, HeLa, Hsp70 promoter luciferase, luminescence, 10 µM; hit rate 0.04% among 200,000; HeLa Hsp70 promoter luciferase reporter; scaled: vehicle 0, proteasome-inhibitor control 100%; AID 1203, 2008; activation, % at 10 µM;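 active means activation above the mean across all tested compounds plus 3 SD, cutoff set per campaign, cut at about 5.5% in these data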;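 further: 100% = MG132 at 30 µM as the positive control and 0% = DMSO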
An asterisk follows results filed as active. Rows were taken by chance; overall some 6.1% were active at least once.

`COc1ccccc1NC(=O)C(=O)N(c1cccnc1)C(C(=O)NC(C)(C)C)c1ccccc1F` (centres undefined) gave APP transl inh -12, Diaphorase inh 3, STAT1 activator 98, G6PDH counter 7, Diaphorase act 1, STAT3 act 102, STAT1 inh 0, STAT3 blocker 1, TLR4 MyD88 comp -9 and Hsp70 activator -0.1.
O=C(NNC(=O)c1ccccc1[N+](=O)[O-])c1ccccc1[N+](=O)[O-] was read as APP transl inh 4, Diaphorase inh 0, STAT1 activator 98, G6PDH counter 4, Diaphorase act 1, STAT3 act 95, STAT1 inh 0, STAT3 blocker 9, TLR4 MyD88 comp 5 and Hsp70 activator -0.3.
CN1C(=O)c2c(sc3c2CCCC3)NC1c1ccccc1O (centres undefined) was read as APP transl inh -26, Diaphorase inh 19, STAT1 activator 107, G6PDH counter -13, Diaphorase act 0.8, STAT3 act 109, STAT1 inh -7, STAT3 blocker -4, TLR4 MyD88 comp -1 and Hsp70 activator -0.2.
CCOc1ncccc1C(=O)Nc1ccc(-c2ccc3nnc(C)n3n2)cc1 was read as APP transl inh 7, Diaphorase inh -26, STAT1 activator 95, G6PDH counter 10, Diaphorase act 1.3, STAT3 act 75, STAT1 inh 5, STAT3 blocker 33, TLR4 MyD88 comp -2 and Hsp70 activator -0.1.
For CCn1c2ccccc2c2cc(NC(=O)COC(=O)c3ccccc3O)ccc21 the results were APP transl inh -9, Diaphorase inh -2, STAT1 activator 92, G6PDH counter 4, Diaphorase act 1, STAT3 act 91, STAT1 inh 5, STAT3 blocker 16, TLR4 MyD88 comp 7 and Hsp70 activator 0.1.
Screening COc1ccc(C(=O)Oc2ccc(/C=N/O)cc2)cc1 returned APP transl inh -25, Diaphorase inh -1, STAT1 activator 108, G6PDH counter 1, Diaphorase act 1, STAT3 act 100, STAT1 inh -7, STAT3 blocker 4, TLR4 MyD88 comp 14 and Hsp70 activator -0.1.
`Cn1c(=O)c2c(nc(-c3ccccc3)n2C)n(Cc2ccccc2)c1=O` gave APP transl inh 0, Diaphorase inh 6, STAT1 activator 101, G6PDH counter -4, Diaphorase act 0.9, STAT3 act 93, STAT1 inh -1, STAT3 blocker 11, TLR4 MyD88 comp 2 and Hsp70 activator -0.3.
Screening Clc1ccc(CNc2ccccn2)cc1 returned APP transl inh -6, Diaphorase inh 8, STAT1 activator 114, G6PDH counter 7, Diaphorase act 0.9, STAT3 act 94, STAT1 inh -18, STAT3 blocker 13, TLR4 MyD88 comp -2 and Hsp70 activator 0.0.
`Cc1c(NC(=S)SCc2ccccc2)c(=O)n(-c2ccccc2)n1C` gave APP transl inh 8, Diaphorase inh 10, STAT1 activator 102, G6PDH counter -2, Diaphorase act 0.9, STAT3 act 106, STAT1 inh -3, STAT3 blocker -6, TLR4 MyD88 comp 0 and Hsp70 activator -0.2.
Screening Cc1ccc(OCCCSc2n[nH]c(N)n2)cc1 returned APP transl inh 2, Diaphorase inh 26, STAT1 activator 101, G6PDH counter 11, Diaphorase act 0.7, STAT3 act 94, STAT1 inh -2, STAT3 blocker 17, TLR4 MyD88 comp -3 and Hsp70 activator 1.1.
`O=C(O)c1cccc(S(=O)(=O)Nc2ccccc2-c2ccccc2)c1` gave APP transl inh -4, Diaphorase inh 9, STAT1 activator 101, G6PDH counter 1, Diaphorase act 0.9, STAT3 act 106, STAT1 inh -3, STAT3 blocker 0, TLR4 MyD88 comp -6 and Hsp70 activator 0.0.
For CC(=O)NCc1ccc(-c2nc3ccccc3s2)cc1 the results were APP transl inh -151, Diaphorase inh 8, STAT1 activator 136*, G6PDH counter 1, Diaphorase act 0.9, STAT3 act 83, STAT1 inh -44, STAT3 blocker 24, TLR4 MyD88 comp -9 and Hsp70 activator 0.1.
`CCn1c(-c2ccccc2)csc1=Nc1ccc(S(=O)(=O)O)cc1` gave APP transl inh -2, Diaphorase inh 4, STAT1 activator 99, G6PDH counter -2, Diaphorase act 1, STAT3 act 85, STAT1 inh 1, STAT3 blocker 18, TLR4 MyD88 comp -4 and Hsp70 activator -0.3.
For COc1ccc(-n2c(CCc3ccccc3)nnc2SCC(=O)NCc2ccccc2)cc1 the results were APP transl inh 5, Diaphorase inh -1, STAT1 activator 99, G6PDH counter 3, Diaphorase act 1, STAT3 act 104, STAT1 inh 1, STAT3 blocker 1, TLR4 MyD88 comp 6 and Hsp70 activator 0.1.
Screening COc1cc(NC(=O)C2CCCO2)c(OC)cc1NC(=O)c1ccccc1 (centres undefined) returned APP transl inh 9, Diaphorase inh 10, STAT1 activator 88, G6PDH counter -1, Diaphorase act 0.9, STAT3 act 98, STAT1 inh 13, STAT3 blocker 2, TLR4 MyD88 comp -15 and Hsp70 activator -0.1.

A stretch from further up, as a working copy:
For CC(=O)NCc1ccc(-c2nc3ccccc3s2)cc1 the results were APP transl inh -151, Diaphorase inh 8, STAT1 activator 136*, G6PDH counter 1, Diaphorase act 0.9, STAT3 act 83, STAT1 inh -44, STAT3 blocker 24, TLR4 MyD88 comp -9 and Hsp70 activator 0.1.
`CCn1c(-c2ccccc2)csc1=Nc1ccc(S(=O)(=O)O)cc1` gave APP transl inh -2, Diaphorase inh 4, STAT1 activator 99, G6PDH counter -2, Diaphorase act 1, STAT3 act 85, STAT1 inh 1, STAT3 blocker 18, TLR4 MyD88 comp -4 and Hsp70 activator -0.3.
For COc1ccc(-n2c(CCc3ccccc3)nnc2SCC(=O)NCc2ccccc2)cc1 the results were APP transl inh 5, Diaphorase inh -1, STAT1 activator 99, G6PDH counter 3, Diaphorase act 1, STAT3 act 104, STAT1 inh 1, STAT3 blocker 1, TLR4 MyD88 comp 6 and Hsp70 activator 0.1.
Screening COc1cc(NC(=O)C2CCCO2)c(OC)cc1NC(=O)c1ccccc1 (centres undefined) returned APP transl inh 9, Diaphorase inh 10, STAT1 activator 88, G6PDH counter -1, Diaphorase act 0.9, STAT3 act 98, STAT1 inh 13, STAT3 blocker 2, TLR4 MyD88 comp -15 and Hsp70 activator -0.1.

Continued.
CCc1cccc(OCCn2ccnc2)c1 was read as APP transl inh 2, Diaphorase inh 4, STAT1 activator 102, G6PDH counter 0, Diaphorase act 1, STAT3 act 97, STAT1 inh -2, STAT3 blocker 2, TLR4 MyD88 comp -6 and Hsp70 activator -0.5.
For COc1cccc(NC(=S)N2CCN(c3ccc([N+](=O)[O-])cc3)CC2)c1 the results were APP transl inh -6, Diaphorase inh 21, STAT1 activator 86, G6PDH counter 4, Diaphorase act 0.8, STAT3 act 83, STAT1 inh 14, STAT3 blocker 22, TLR4 MyD88 comp 4 and Hsp70 activator -0.4.
For CN(C)C(=O)CN1C(=O)C2CCCCN2C(=O)c2ccccc21 (centres undefined) the results were APP transl inh -8, Diaphorase inh 21, STAT1 activator 95, G6PDH counter 9, Diaphorase act 0.8, STAT3 act 100, STAT1 inh 6, STAT3 blocker 9, TLR4 MyD88 comp 0 and Hsp70 activator -0.5.
O=C(/C=C/c1ccc2c(c1)OCO2)NCCSCc1ccc(Cl)cc1Cl was read as APP transl inh -13, Diaphorase inh 22, STAT1 activator 102, G6PDH counter 1, Diaphorase act 0.8, STAT3 act 96, STAT1 inh -2, STAT3 blocker 15, TLR4 MyD88 comp -3 and Hsp70 activator 0.0.
`COc1ccc(OC)c(NC(=O)c2ccc(-c3cccs3)cc2)c1` gave APP transl inh 5, Diaphorase inh -2, STAT1 activator 123, G6PDH counter 0, Diaphorase act 1, STAT3 act 92, STAT1 inh -27, STAT3 blocker 19, TLR4 MyD88 comp -19 and Hsp70 activator -0.1.
O=C1CC(Nc2ccc(N3CCOCC3)cc2)C(=O)N1Cc1ccccc1 (centres undefined) was read as APP transl inh -4, Diaphorase inh 16, STAT1 activator 89, G6PDH counter 3, Diaphorase act 0.8, STAT3 act 97, STAT1 inh 12, STAT3 blocker 6, TLR4 MyD88 comp -4 and Hsp70 activator 0.0.
Screening CC1CCCN(C(=S)SCC(=O)c2cc(Br)cc(Br)c2O)C1 (centres undefined) returned APP transl inh 9, Diaphorase inh 62*, STAT1 activator 106, G6PDH counter 23, Diaphorase act 0.4, STAT3 act 104, STAT1 inh -9, STAT3 blocker -2, TLR4 MyD88 comp -11 and Hsp70 activator -0.2.
Cc1c([N+](=O)[O-])c([N+](=O)[O-])nn1CC(=O)N1CCCCC1 was read as APP transl inh -5, Diaphorase inh 6, STAT1 activator 86, G6PDH counter 4, Diaphorase act 0.9, STAT3 act 100, STAT1 inh 16, STAT3 blocker -2, TLR4 MyD88 comp -11 and Hsp70 activator -0.3.
CC(=O)N1N=C(c2cccc([N+](=O)[O-])c2)OC1(C)CC(=O)Nc1ccccc1 (centres undefined) was read as APP transl inh 7, Diaphorase inh 9, STAT1 activator 98, G6PDH counter -9, Diaphorase act 0.9, STAT3 act 100, STAT1 inh 3, STAT3 blocker -1, TLR4 MyD88 comp -7 and Hsp70 activator -0.3.
COc1cccc(NC(=O)Cn2nnc(-c3ccccc3N)n2)c1 was read as APP transl inh -1, Diaphorase inh 23, STAT1 activator 98, G6PDH counter -1, Diaphorase act 0.8, STAT3 act 98, STAT1 inh 1, STAT3 blocker 6, TLR4 MyD88 comp -3 and Hsp70 activator -0.5.
`CCOC(=O)Cc1ncccc1C(=O)Nc1ccc(Oc2ccccc2)cc1` gave APP transl inh -26, Diaphorase inh -5, STAT1 activator 103, G6PDH counter 5, Diaphorase act 1, STAT3 act 97, STAT1 inh -3, STAT3 blocker 6, TLR4 MyD88 comp -8 and Hsp70 activator -0.2.
`OC(CN1C2=NCCCN2c2ccccc21)c1ccc(Br)cc1` (centres undefined) gave APP transl inh -6, Diaphorase inh 6, STAT1 activator 98, G6PDH counter 8, Diaphorase act 0.9, STAT3 act 97, STAT1 inh 5, STAT3 blocker 3, TLR4 MyD88 comp 14 and Hsp70 activator -0.3.

Assay outcomes: PubChem BioAssay, several laboratories
